Compound activity from PubChem.
aDG glyco act – alpha-DG glycosylation activation. 0.22% of 360,000 active. activation, % at 10 µM. Pro5-aDG cells, alpha-DG glycosylation AlphaScreen (IIH6); 0% Pro5, 100% B10-LARGE cell signal;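 active = activation of at least 8% versus controls, or a plate z-score of at least 8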;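 also: Pro5 are CHO cells carrying HIG-tagged alpha-DG that lacks glycosylation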
Granule exo inh – lytic granule exocytosis inhibition; TALL-104 LAMP-1 surface exposure, flow cytometry; cells stimulated with thapsigargin and PMA; inhibition, % at 10 µM; 0.66% of 360,000 active;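 active = inhibition above about 55%, limit read from the data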
H9c2 protect – protects H9c2 cardiomyocytes from peroxide injury; H2O2 injury protection, ATPLite, 2 h; protection from H2O2 cell death, % at 20 µM; 0.63% of 360,000 active; AID 588492;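 active = compounds giving at least 50% protection of heart cells from peroxide-induced death in the single-dose screen, raw or plate-pattern-corrected value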;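 also: 0% = DMSO wells with peroxide and 100% = DMSO wells without peroxide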
MC4R ag barr – human MC4R agonism via beta-arrestin; P32245; U2OS MC4R beta-arrestin complementation, luminescence; percent of melanotan II response, DMSO zero; activation, % at 8.9 µM; 0.98% of 360,000 active; AID 540308;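 active = activation above a per-plate cutoff, the mean activation of sample wells on that plate plus 3 SD, cut at about 8% in these data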
Target sequence (P32245 whole entry, looked up): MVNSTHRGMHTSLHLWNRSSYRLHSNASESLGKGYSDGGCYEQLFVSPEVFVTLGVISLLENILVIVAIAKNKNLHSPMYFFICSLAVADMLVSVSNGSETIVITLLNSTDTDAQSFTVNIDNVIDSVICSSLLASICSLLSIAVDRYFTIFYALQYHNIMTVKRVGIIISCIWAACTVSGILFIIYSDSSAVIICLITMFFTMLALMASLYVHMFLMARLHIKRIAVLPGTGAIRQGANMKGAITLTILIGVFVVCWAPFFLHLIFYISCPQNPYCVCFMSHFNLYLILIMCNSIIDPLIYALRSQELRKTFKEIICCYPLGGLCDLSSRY
iPSC survival up – enhancers of human iPSC single-cell survival | hiPSC single-cell survival, ATPlite luminescence; 100% = ROCK inhibitor wells, 0% = DMSO | survival enhancement, % at 20 µM | 0.044% of 360,000 active; in the data active = survival enhancement above about 18%;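 also: cells exposed to compounds for 16 hours before the ATP read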
ABHD5 PLIN5 PPI – blocks binding of human ABHD5 to perilipin-5. Split G. princeps luciferase complementation, luminescence, 4 h. inhibition, % at 4 µM. 0.78% of 360,000 active;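 active = inhibition above the mean inhibition across every tested compound plus 3 SD, cut at about 22% in these data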;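 also: 0% = DMSO only wells and the 100% control is not disclosed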
ABCB6 inh MLPCN – blocks the human ABCB6 transporter | K562-ABCB6 porphyrin accumulation, flow cytometry, 1 h; stronger effect = lower value | 0.19% of 360,000 active | Q9NP58 | fluorescence ratio to DMSO, % at 10 µM;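 active = fluorescence ratio to DMSO below 75%, the collection mean minus 3 SD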;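 also: signal is porphyrin accumulated inside mitochondria; 100% equals median channel fluorescence of DMSO control wells; lower ratio means ABCB6 inhibition with less porphyrin fluorescence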
MC4R antag cAMP – antagonists of human melanocortin 4 receptor (MC4R); 0.48% of 360,000 active; P32245; MC4R-expressing cells, MTII-stimulated cAMP, LANCE TR-FRET; inhibition, % at 6.5 µM; AID 540295;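 active = inhibition above its plate's cutoff, the mean of tested wells on that plate plus 3 SD, cut at about 29% in these data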;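 also: 0% = Melanotan II alone and 100% = Melanotan II plus saturating MCL0020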
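Material: U2OS-MC4R stable cell line | Reagent: Melanotan II challenge after compound preincubation | Doses: One concentration, 6.5 µM nominal | Incubation: 30-min compound preincubation, 1-h Melanotan II challenge, 1-h detection, room temperature | Signal: TR-FRET cAMP assay | Replicates: One well per compound, no replicates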
m5-HT2A agonist – mouse HTR2A agonism via beta-arrestin recruitment; P35363; activation, % at 7.6 µM; 0.66% of 360,000 active; CHO-K1 mHTR2A beta-arrestin complementation, luminescence; percent of 30 µM serotonin response;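 active = activation above a run cutoff, the mean activation of all tested compounds plus 3 SD, cut at about 14% in these data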;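 also: 0% = plate median of compound wells and 100% = 30 µM serotonin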
Target sequence (P35363 whole entry, looked up): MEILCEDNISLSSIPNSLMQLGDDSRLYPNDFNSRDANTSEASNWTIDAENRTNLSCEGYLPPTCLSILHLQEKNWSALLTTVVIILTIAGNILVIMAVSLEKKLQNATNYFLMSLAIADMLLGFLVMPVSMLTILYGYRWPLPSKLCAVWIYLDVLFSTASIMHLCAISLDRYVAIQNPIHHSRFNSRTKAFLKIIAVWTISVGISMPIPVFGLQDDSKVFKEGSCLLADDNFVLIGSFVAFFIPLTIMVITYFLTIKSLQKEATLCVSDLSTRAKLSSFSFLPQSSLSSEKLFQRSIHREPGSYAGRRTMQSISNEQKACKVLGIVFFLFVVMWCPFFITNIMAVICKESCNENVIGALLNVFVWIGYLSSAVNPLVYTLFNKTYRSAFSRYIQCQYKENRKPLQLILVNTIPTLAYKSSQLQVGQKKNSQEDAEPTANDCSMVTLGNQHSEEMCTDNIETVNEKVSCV
N-glyco inh – blocks N-linked glycosylation in D54 reporter cells. AID 588692. 0.23% of 360,000 active. reporter increase, % at 12.5 µM. D54 ERlucT glycosylation luciferase reporter, 24 h; percent of 100 nM tunicamycin response;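 active = mean luciferase reporter signal, scaled so untreated is 0 and the glycosylation-blocking control 100, at or above a set limit in every replicate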;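 also: luciferase carries N-glycosylation sites so blocking glycosylation raises the light; 0% = median of neutral control wells and 100% = median of 100 nM tunicamycin wells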
* hit, by the source's call.

Results for O=C(CSCc1ccc(F)cc1)NCc1ccco1 ?
aDG glyco act: -0.3; Granule exo inh: 0; H9c2 protect: 5; MC4R ag barr: -0.5; iPSC survival up: 2.8; ABHD5 PLIN5 PPI: 11; ABCB6 inh MLPCN: 101; MC4R antag cAMP: 1; m5-HT2A agonist: -1; N-glyco inh: 3

How did COc1ccc(-c2c(C)n([O-])c(C)c(-c3ccccc3)[n+]2=O)cc1OC do in these assays?
aDG glyco act: -0.2; Granule exo inh: 6; H9c2 protect: -5; MC4R ag barr: -0.4; iPSC survival up: -1.7; ABHD5 PLIN5 PPI: -4; ABCB6 inh MLPCN: 99; MC4R antag cAMP: 5; m5-HT2A agonist: 1; N-glyco inh: 3

What do the screens show for `COc1ccc(N2CC(C(=O)Nc3nc4ccc(F)cc4s3)CC2=O)c(OC)c1` (stereo not drawn)?
aDG glyco act: 0.1; Granule exo inh: -3; H9c2 protect: -3; MC4R ag barr: -3.8; iPSC survival up: -0.3; ABHD5 PLIN5 PPI: 9; ABCB6 inh MLPCN: 98; MC4R antag cAMP: 3; m5-HT2A agonist: -5; N-glyco inh: -5

Results for Cc1ccccc1-c1nc(S(=O)(=O)c2ccc(Cl)cc2)c(NCCN2CCOCC2)o1 ?
aDG glyco act: -0.2; Granule exo inh: 0; H9c2 protect: 12; MC4R ag barr: -1.9; iPSC survival up: -1.0; ABHD5 PLIN5 PPI: 4; ABCB6 inh MLPCN: 97; MC4R antag cAMP: 7; m5-HT2A agonist: -8; N-glyco inh: 2

What do the screens show for `Cc1cccc(NC(=O)C(C)N2C(=O)C3C4CC(C(Br)C4Br)C3C2=O)c1` (stereo not drawn)?
aDG glyco act: 0.6; Granule exo inh: 3; H9c2 protect: -2; MC4R ag barr: -1.0; iPSC survival up: -1.2; ABHD5 PLIN5 PPI: 19; ABCB6 inh MLPCN: 91; MC4R antag cAMP: 4; m5-HT2A agonist: -1; N-glyco inh: 2

What do the screens show for `CCOc1ccc(N/C=C\C(=O)c2ccc3c(c2)OCO3)cc1`?
aDG glyco act: -0.1; Granule exo inh: -4; H9c2 protect: -11; MC4R ag barr: -2.2; iPSC survival up: -3.5; ABHD5 PLIN5 PPI: -5; ABCB6 inh MLPCN: 92; MC4R antag cAMP: 5; m5-HT2A agonist: 1; N-glyco inh: -8

How did COc1cccc(-c2ccc(NC(=O)C3CCCN(Cc4cnc(N(C)C)s4)C3)cc2)c1 (stereo not drawn) do in these assays?
aDG glyco act: 0.7; Granule exo inh: 8; H9c2 protect: -9; MC4R ag barr: -2.1; iPSC survival up: -0.5; ABHD5 PLIN5 PPI: 5; ABCB6 inh MLPCN: 101; MC4R antag cAMP: 10; m5-HT2A agonist: -12; N-glyco inh: 0

How did CCCN(C(=O)Cn1c(C(F)(F)F)nc2ccccc21)C1CCS(=O)(=O)C1 (stereo not drawn) do in these assays?
aDG glyco act: -0.1; Granule exo inh: -7; H9c2 protect: 16; MC4R ag barr: -3.8; iPSC survival up: 0.0; ABHD5 PLIN5 PPI: -6; ABCB6 inh MLPCN: 103; MC4R antag cAMP: 8; m5-HT2A agonist: 3; N-glyco inh: -1

How did O=C1CN(C(=O)COC(=O)/C=C/c2ccco2)c2ccccc2N1 do in these assays?
aDG glyco act: -0.1; Granule exo inh: -4; H9c2 protect: -2; MC4R ag barr: -1.8; iPSC survival up: 0.0; ABHD5 PLIN5 PPI: 2; ABCB6 inh MLPCN: 104; MC4R antag cAMP: -11; m5-HT2A agonist: -2; N-glyco inh: 2

How did CCOC(=O)C1CCN(C(=O)c2cccc(NS(=O)(=O)c3ccc(F)c(F)c3)c2)CC1 do in these assays?
aDG glyco act: -0.1; Granule exo inh: 9; H9c2 protect: 13; MC4R ag barr: -1.4; iPSC survival up: -0.2; ABHD5 PLIN5 PPI: 0; ABCB6 inh MLPCN: 97; MC4R antag cAMP: -2; m5-HT2A agonist: 1; N-glyco inh: 4

What do the screens show for `O=C(Nc1ccc(O)c2c(=O)cc(-c3cccc(Cl)c3)oc12)c1cccc(Cl)c1`?
aDG glyco act: 0.1; Granule exo inh: -3; H9c2 protect: 7; MC4R ag barr: 0.5; iPSC survival up: 4.3; ABHD5 PLIN5 PPI: -9; ABCB6 inh MLPCN: 98; MC4R antag cAMP: 8; m5-HT2A agonist: -1; N-glyco inh: 2

Results for Nn1cnc2c([nH]c3ccccc32)c1=O ?
aDG glyco act: 0.0; Granule exo inh: 3; H9c2 protect: 1; MC4R ag barr: -1.1; iPSC survival up: 1.1; ABHD5 PLIN5 PPI: 0; ABCB6 inh MLPCN: 90; MC4R antag cAMP: -1; m5-HT2A agonist: -1; N-glyco inh: 2

What do the screens show for `C/C(CC(=O)Nc1ccc(Cl)cc1Cl)=N\NC(=O)C(=O)NCCO`?
aDG glyco act: -0.1; Granule exo inh: 1; H9c2 protect: -2; MC4R ag barr: -1.3; iPSC survival up: -0.4; ABHD5 PLIN5 PPI: 16; ABCB6 inh MLPCN: 105; MC4R antag cAMP: -1; m5-HT2A agonist: 1; N-glyco inh: 0

Results for CCOCCCN(C(=O)Cn1nnc(-c2ccc(C)o2)n1)C(C(=O)NC1CCCC1)c1ccc(C)o1 (stereo not drawn) ?
aDG glyco act: 0.0; Granule exo inh: 1; H9c2 protect: -1; MC4R ag barr: -0.2; iPSC survival up: -0.7; ABHD5 PLIN5 PPI: -4; ABCB6 inh MLPCN: 101; MC4R antag cAMP: 12; m5-HT2A agonist: 4; N-glyco inh: 0

What do the screens show for `COc1ccccc1NC(=O)C1CCOC1=O` (stereo not drawn)?
aDG glyco act: 0.0; Granule exo inh: 8; H9c2 protect: 9; MC4R ag barr: -1.4; iPSC survival up: 0.2; ABHD5 PLIN5 PPI: -2; ABCB6 inh MLPCN: 90; MC4R antag cAMP: 3; m5-HT2A agonist: 0; N-glyco inh: 1

How did CC(NC(=O)c1ccco1)c1ccc2c(c1)OCCO2 (stereo not drawn) do in these assays?
aDG glyco act: 0.3; Granule exo inh: 0; H9c2 protect: 1; MC4R ag barr: 0.1; iPSC survival up: -1.9; ABHD5 PLIN5 PPI: 4; ABCB6 inh MLPCN: 112; MC4R antag cAMP: 5; m5-HT2A agonist: 2; N-glyco inh: 0

What do the screens show for `COc1ccc(NC(=O)CSc2nncs2)cc1S(=O)(=O)N1CCCCC1`?
aDG glyco act: -0.2; Granule exo inh: 7; H9c2 protect: 1; MC4R ag barr: -2.3; iPSC survival up: 0.1; ABHD5 PLIN5 PPI: -7; ABCB6 inh MLPCN: 100; MC4R antag cAMP: 8; m5-HT2A agonist: 4; N-glyco inh: 2

How did CCNC(=O)C1CCCN(C(=O)c2cc(C)oc2C)CC1 (stereo not drawn) do in these assays?
aDG glyco act: -0.2; Granule exo inh: 8; H9c2 protect: 2; MC4R ag barr: -1.1; iPSC survival up: 3.1; ABHD5 PLIN5 PPI: -5; ABCB6 inh MLPCN: 95; MC4R antag cAMP: 11; m5-HT2A agonist: 0; N-glyco inh: 1

Results for COc1c(F)c(F)c(C(=O)Nc2c(C)cc(Br)cc2C)c(F)c1F ?
aDG glyco act: 0.2; Granule exo inh: -2; H9c2 protect: -7; MC4R ag barr: 0.9; iPSC survival up: 0.0; ABHD5 PLIN5 PPI: -8; ABCB6 inh MLPCN: 100; MC4R antag cAMP: -1; m5-HT2A agonist: 4; N-glyco inh: 1

Results for CC/C(=N\NC(=S)NC(C)C)c1ccc(OC(F)F)cc1 ?
aDG glyco act: 0.5; Granule exo inh: -2; H9c2 protect: -2; MC4R ag barr: 0.5; iPSC survival up: 0.0; ABHD5 PLIN5 PPI: -5; ABCB6 inh MLPCN: 96; MC4R antag cAMP: 7; m5-HT2A agonist: 4; N-glyco inh: 1

What do the screens show for `COc1ccc(C2=NN(Cc3ccccc3)C3C(=O)NC(=O)C23)cc1` (stereo not drawn)?
aDG glyco act: -0.4; Granule exo inh: -3; H9c2 protect: 7; MC4R ag barr: 0.2; iPSC survival up: -0.4; ABHD5 PLIN5 PPI: 6; ABCB6 inh MLPCN: 97; MC4R antag cAMP: 4; m5-HT2A agonist: -2; N-glyco inh: 3

How did C=CCNC(=O)N1CCC(CO)(Cc2ccc(Cl)cc2)CC1 do in these assays?
aDG glyco act: 0.3; Granule exo inh: 2; H9c2 protect: 0; MC4R ag barr: -1.0; iPSC survival up: 0.3; ABHD5 PLIN5 PPI: 7; ABCB6 inh MLPCN: 102; MC4R antag cAMP: 15; m5-HT2A agonist: -1; N-glyco inh: -1

Results for CC(C)CNC(=O)C(=O)Nc1cc2c3c(c1)CCC(=O)N3CCC2 ?
aDG glyco act: -0.1; Granule exo inh: -1; H9c2 protect: 15; MC4R ag barr: 0.2; iPSC survival up: 1.1; ABHD5 PLIN5 PPI: -4; ABCB6 inh MLPCN: 104; MC4R antag cAMP: -7; m5-HT2A agonist: 3; N-glyco inh: 1

What do the screens show for `CCCCN(C)C(=O)c1cc2c(Cl)nc3ccccc3c2s1`?
aDG glyco act: 0.2; Granule exo inh: 10; H9c2 protect: 12; MC4R ag barr: 1.5; iPSC survival up: -0.3; ABHD5 PLIN5 PPI: -2; ABCB6 inh MLPCN: 99; MC4R antag cAMP: 6; m5-HT2A agonist: 6; N-glyco inh: -2

Results for COc1ccc(C(=O)Nc2sc(C)c(C)c2CN2CCOCC2)cc1 ?
aDG glyco act: 0.2; Granule exo inh: 5; H9c2 protect: 2; MC4R ag barr: 1.2; iPSC survival up: -1.0; ABHD5 PLIN5 PPI: 1; ABCB6 inh MLPCN: 95; MC4R antag cAMP: 3; m5-HT2A agonist: -3; N-glyco inh: 3

Results for COc1ccc(S(=O)(=O)NC(=O)C2(C)CCN2C(=O)Cc2ccccc2Cl)cc1OC (stereo not drawn) ?
aDG glyco act: -0.3; Granule exo inh: 10; H9c2 protect: 2; MC4R ag barr: -0.8; iPSC survival up: -2.3; ABHD5 PLIN5 PPI: -1; ABCB6 inh MLPCN: 96; MC4R antag cAMP: 7; m5-HT2A agonist: -1; N-glyco inh: 2

What do the screens show for `Cc1ccc(OCc2nnc(SCC(=O)N3C(C)CCCC3C)o2)cc1` (stereo not drawn)?
aDG glyco act: -0.1; Granule exo inh: 5; H9c2 protect: 1; MC4R ag barr: -1.4; iPSC survival up: 1.1; ABHD5 PLIN5 PPI: -4; ABCB6 inh MLPCN: 95; MC4R antag cAMP: 17; m5-HT2A agonist: -5; N-glyco inh: 0

How did CC(C)CCOc1cccc(OCC(=O)N(C)C2CCS(=O)(=O)C2)c1 (stereo not drawn) do in these assays?
aDG glyco act: -0.2; Granule exo inh: 0; H9c2 protect: 0; MC4R ag barr: -0.1; iPSC survival up: 0.3; ABHD5 PLIN5 PPI: 1; ABCB6 inh MLPCN: 101; MC4R antag cAMP: -6; m5-HT2A agonist: -1; N-glyco inh: 0
